# Screening data: PubChem BioAssay, several laboratories
# TWEAK Fn14 block – inhibitors of TWEAK-Fn14 interaction signaling; 2% of 360,000 active; TWEAK-stimulated Fn14 reporter cells, luciferase luminescence, 8 h; inhibition, % at 10 µM; AID 1159606; in the data active means inhibition above about 50%
# TRAIL sens C8 – caspase-8 TRAIL sensitization; NB7+C8 cells + TRAIL, ATPlite viability luminescence; inhibition (viability loss, TRAIL sensitization), % at 10 µM; 1% of 360,000 active;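 active means compounds causing at least 50% loss of cell viability in the single-dose screen, relative to plate controls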
# NR2E3 ag-1 – NR2E3 (human) agonism; Q9Y5X4; inhibition of corepressor binding, % at 4.78 µM; AID 2300; GST-NR2E3/biotin-RetCOR TR-FRET, 1536-well; 0.12% of 320,000 active;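 active means percent inhibition above the cutoff of mean plus 3 SD of all tested compounds, set per screening campaign, cut at about 20% in these data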;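 further: 0% = DMSO wells and 100% = biotin wells as full block of FRET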
# Target sequence (Q9Y5X4 whole entry, looked up): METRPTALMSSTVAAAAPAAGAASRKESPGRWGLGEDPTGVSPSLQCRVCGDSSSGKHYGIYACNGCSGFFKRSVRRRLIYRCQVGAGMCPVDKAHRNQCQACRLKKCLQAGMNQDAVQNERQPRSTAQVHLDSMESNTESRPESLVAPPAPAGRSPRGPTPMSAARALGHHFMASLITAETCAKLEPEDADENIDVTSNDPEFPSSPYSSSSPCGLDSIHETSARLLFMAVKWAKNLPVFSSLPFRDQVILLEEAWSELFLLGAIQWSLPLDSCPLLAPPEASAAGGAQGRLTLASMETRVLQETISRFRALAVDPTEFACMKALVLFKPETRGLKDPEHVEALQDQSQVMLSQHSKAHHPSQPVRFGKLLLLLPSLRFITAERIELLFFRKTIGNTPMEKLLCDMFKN
#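 System: GST-NR2E3 and biotin-RetCOR proteins; probe or stimulus: 7 nM biotin-RetCOR; doses: compound at 4.8 µM, single dose; schedule: Compound–protein incubation for 5 h at 4 °C; detection: time-resolved FRET; read-out: percent inhibition; controls: biotin wells as high control, 0.6% DMSO wells as low control; format: 1536-well plates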
# KKLEB tox – counter-screen for CF NF-kB inhibitors: cytotoxicity; AID 602141; 0.36% of 360,000 active; activity change (cytotoxicity), % at 5 µM; KKLEB CF airway cells viability, ATPlite luminescence, overnight; active compounds read low; cells stimulated with P. aeruginosa culture filtrate;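 active means corrected activity change at or below -50% at 5 µM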
# HIF-2a inh – inhibitors of HIF-2a; 786-0 RCC cells HIF-2a reporter, luciferase luminescence, overnight; 0.72% of 360,000 active; inhibition, % at 18.8 µM;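 active means inhibition of the luminescence signal of 40% or more relative to plate controls, in a single-dose primary screen at 18.75 µM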
# TRPM1 prom inh – reduces MITF-dependent TRPM1 promoter luciferase signal | SK-MEL-5 TRPM1 promoter luciferase, 24 h | inhibition, % at 12.5 µM | 0.83% of 330,000 active | AID 488899;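 active means mean inhibition across replicates of 60% or more, whatever share of single replicates reaches that level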; further: values of inactives mirror those of a sister screen read the other way
# CF NFkB block – blocks PAF-induced NF-kB reporter in cystic fibrosis cells | KKLEB NF-kB-GFP reporter, GFP fluorescence overnight | inhibition, % at 5 µM | 0.86% of 360,000 active | AID 588850;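 active means at least 50% inhibition at 5 µM, scaled per plate between neutral and stimulator controls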;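 further: PAF is a Pseudomonas aeruginosa culture filtrate used as stimulus; plate controls were PAF-stimulated DMSO wells for no effect and unstimulated DMSO wells for full effect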
# NR2E3 ag-2 – activates human NR2E3 receptor; CHO-S Gal4-NCOR/VP16-NR2E3 two-hybrid, luciferase; Q9Y5X4; inhibition of corepressor binding, % at 3.98 µM; AID 602229; 0.35% of 360,000 active;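 active means inhibition above the mean of all tested compounds plus 3 SD, cut at about 70% in these data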;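 further: 0% = DMSO with NR2E3 transfected cells and 100% = cells lacking NR2E3 construct; higher means lower luciferase signal from less NR2E3 corepressor binding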
# Peg3 prom inh – Peg3 promoter activity inhibition; AID 588405; 1.7% of 360,000 active; inhibition, % at 20 µM; HeLa PEG-Prom luciferase reporter, luminescence, overnight;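 active means inhibition of at least 50% at 20 µM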
# Shn3 inh set2 – reduces Shn3 3'UTR luciferase signal in osteoblasts. Clone20 osteoblast Shn3 3'UTR firefly luciferase, 24 h. inhibition, % at 12.5 µM. 0.52% of 360,000 active;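 active means mean inhibition of at least 75% with every replicate also reaching 75%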;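 further: 0% = median of neutral control wells and 100% = pilot-screen positive control compound; some compounds past the cut are filed as inactive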
# TROY NFkB inh – TROY signaling inhibition; 0.98% of 360,000 active; Q293 LMP1-TROYcd NF-kB luciferase reporter, 4 h; inhibition, % at 10 µM; AID 1347056;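 active means compounds whose plate-normalised and pattern-corrected inhibition of the luciferase reporter signal at the single screening dose is 50% or more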
# The depositor's hits bear a star; x = no result given; & = joins results of further samples; ! = not active in a repeat. Not all compounds are listed; rates above refer to the full screens.
SMILES,TWEAK Fn14 block,TRAIL sens C8,NR2E3 ag-1,KKLEB tox,HIF-2a inh,TRPM1 prom inh,CF NFkB block,NR2E3 ag-2,Peg3 prom inh,Shn3 inh set2,TROY NFkB inh
COc1ccc(CN2C(=O)c3cccnc3C2Nc2cc(Cl)ccc2OC)cc1 (stereo not given),-18,3,3,-4,13,-2,-17,-2,11,3,1
Cc1ccc(Nc2nnc(SC(C)C(=O)Nc3c(C)n(C)n(-c4ccccc4)c3=O)s2)cc1 (stereo not given),12,14,0,7,-29,-4,9,-18,-9,-11,-21
CC(=O)NC(CC(=O)O)c1ccc(F)cc1 (stereo not given),33,-3,5,7,15,-3,-2,-6,-9,-9,4
CCOC(=O)c1ccc(NC(=O)c2cc3c(C)nn(-c4ccccc4Cl)c3s2)s1,-10,18,0,-70*,21,-4,70*,12,25,9,13
Cc1ccc(Nc2cc(-c3ccccc3)nc3ncnn23)cc1,-1,0,-2,12,-8,-9,1,-29,21,-10,8
CCOP(=O)(OCC)c1ccccc1OCP(C)(=O)COc1ccccc1P(=O)(OCC)OCC,-12,17,-1,16,10,6,-7,-9,9,-2,-6
O=C(Nc1nc2ccsc2c(=O)s1)c1ccc(F)cc1,6,19,-1,1,-298,x,-6,-28,-211,-69,-37
COc1ccc(OC)c(CN2CCN(C(=O)[C@@H](NC(=O)c3cccc(C)c3)C(C)C)CC2)c1,8,8,0,8,13,6,2,-18,4,-16,-8
CC(C)c1nc(SCC(=O)NCc2ccccc2)n[nH]1,-14,17,-1,-4,6,2,-7,12,-3,-8,-4
CCOC(=O)N1CCC(n2c(SCC(=O)N3CCCC3)nc3ccccc3c2=O)CC1,-1,17,0,9,15,14,-7,-4,15,6,-6
COc1ccc(/C=N/NC(=O)c2cccc(Br)c2)cc1CSc1ccccn1,15,-4,0,-7,-17,-7,-10,-23,10,0,11
c1csc(-c2noc(CN3CCc4sccc4C3)n2)c1,0,0,-3,7,-36,0,7,19,1,-1,-11
COc1ccc(C(=O)OCC(=O)Nc2nnc(-c3ccccc3)o2)cc1,2,-18,4,-8,-2,-15,20,17,6,1,-34
COc1cc(/C=C/C(=O)O)ccc1OS(=O)(=O)c1c(C)cc(C)cc1C,-2,-10,3,5,15,0,-15,16,-1,-7,-2
CCn1cc(C(=O)N2CCOCC2)c(=O)c2cc(S(=O)(=O)N(C)C3CCCCC3)ccc21,1,-6,3,-7,11,-5,17,-6,2,1,0
Cc1nn(-c2ccccc2)c(C)c1NC(=O)COC(=O)CC(C)c1ccccc1 (stereo not given),9,-13,8,-4,1,-3,8,11,3,-5,12
COc1ccc(CN=C2NC(=O)CC(C(=O)Nc3cc(C)cc(C)c3)S2)cc1 (stereo not given),11,-12,0,-3,10,-13,17,14,16,8,-10
Cc1cc(Cl)ccc1Oc1ncnc2oc(-c3ccccc3)cc12,-9,9,4,6,10,-9,-12,3,7,6,-7
CCOC(=O)C1CCN(C(=O)c2ccc(CNS(=O)(=O)c3ccc(OC)cc3)cc2)CC1,-3,-2,4,-19,14,-1,10,-14,15,-6,13
CC(Sc1nnc(N)s1)C(=O)NC1CCCCC1C (stereo not given),16,-11,0,8,4,0,3,18,1,-17,-4
Cc1cc(N2CCOCC2)nc2ccc(NC(=S)NCCN(C)C)cc12,-5,13,7,0,-13,8,14,-19,-27,16,-44
COc1ccc(N2CCN(c3ccc4nnc(CCC(=O)Nc5ccc(C)cc5)n4n3)CC2)cc1,9,-3,-1,-13,2,6,10,-39,-16,-1,4
N#C/C(=C/c1ccc(N2CCOCC2)o1)C(=O)Nc1ccccc1,-3,30,x,6,-277,-58,-32,-134,-281,-70,-60
COc1ccccc1N1CCN(Cc2cc(=O)n3ccsc3n2)CC1,22,4,-1,5,17,8,16,14,22,8,23
CN1CCN(c2ccc(S(=O)(=O)N3CCCCC3)cc2NC(=O)CSC(C)(C)C)CC1,18,8,x,-5,4,x,0,-17,-16,-14,-10
CC(=O)Nc1ccc(S(=O)(=O)Nc2cc(-c3ccccc3)nn2C)cc1,-1,-14,9,18,21,-4,-15,-50,16,-2,1
CCOC(=O)C(O)(CC(=O)c1ccc(Cl)cc1)C(=O)OCC,2,-16,1,12,11,0,-10,3,-2,3,1
CC1CCN(c2nc3c(c(=O)n(C)c(=O)n3C)n2CCSc2nc3ccccc3s2)CC1,8,15,7,0,15,8,21,-16,27,20,-9
Cc1ccc(NC(=O)CN2C(=O)N/C(=C/c3ccco3)C2=O)cc1,20,16,-1,-13,8,7,4,-37,12,-8,14
Cc1cc(C)c(NC(=O)CO/N=C2\CCCc3nonc32)c(C)c1,-2,18,3,-3,11,-12,-4,11,16,8,1
Cc1cc(C(=O)NC(=S)Nc2cccc(C(=O)O)c2C)ccc1[N+](=O)[O-],-4,0,-3,-5,5,x,-8,3,7,3,-2
COc1ccc(N2CCN(C(=O)c3sc4nc(-c5ccc(F)cc5)cn4c3C)CC2)cc1,-14,2,3,6,6,5,-37,7,-8,5,3
O=C(/C=C/c1ccc(Br)cc1)Nc1ccc(S(=O)(=O)Nc2ncccn2)cc1,7,-1,5,6,21,-8,-6,-31,-1,9,14
CCc1ccc(Nc2ncc3c(n2)CC(c2ccco2)CC3=O)cc1 (stereo not given),-34,-1,2,-7,-45,-11,1,-66,-55,7,-30
COc1ccccc1C(=O)Nc1ccc(C(=O)Nc2ccccc2C(=O)O)cc1,5,-1,3,15,-9,17,11,-14,-3,-12,15
O=C(Nc1ccc(Br)cn1)c1ccc(COc2c(F)c(F)cc(F)c2F)o1,-17,1,0,6,-14,2,4,-24,3,-3,8

# One compound at a time, from the list above.
# `COc1ccccc1C(=O)Nc1ccc(C(=O)Nc2ccccc2C(=O)O)cc1` across the screens: TWEAK Fn14 block = 5; TRAIL sens C8 = -1; NR2E3 ag-1 = 3; KKLEB tox = 15; HIF-2a inh = -9; TRPM1 prom inh = 17; CF NFkB block = 11; NR2E3 ag-2 = -14; Peg3 prom inh = -3; Shn3 inh set2 = -12; TROY NFkB inh = 15
# `CC1CCN(c2nc3c(c(=O)n(C)c(=O)n3C)n2CCSc2nc3ccccc3s2)CC1` across the screens: TWEAK Fn14 block = 8; TRAIL sens C8 = 15; NR2E3 ag-1 = 7; KKLEB tox = 0; HIF-2a inh = 15; TRPM1 prom inh = 8; CF NFkB block = 21; NR2E3 ag-2 = -16; Peg3 prom inh = 27; Shn3 inh set2 = 20; TROY NFkB inh = -9

# (continued)
SMILES,TWEAK Fn14 block,TRAIL sens C8,NR2E3 ag-1,KKLEB tox,HIF-2a inh,TRPM1 prom inh,CF NFkB block,NR2E3 ag-2,Peg3 prom inh,Shn3 inh set2,TROY NFkB inh
CC1CCc2c(sc(N)c2C(=O)OC(C)C)C1 (stereo not given),23,-7,-1,11,-30,-18,-18,-14,-24,-3,-19
C=C1C(=O)C23CCC4C(C)(C(=O)OC)CCCC4(C)C2CCC1(O)C3 (stereo not given),98*,89*,x,-102*,91*,117*,101*,15,101*,96*,88*
Cc1ccc(-c2cc(C(=O)N3CCc4ccccc4C3)[nH]n2)cc1C,-19,8,-1,4,-39,-20,9,-11,-45,-3,-32
CCC(=O)Nc1cccc(-c2ccc(N3CCN(C)CC3)nn2)c1,3,10,2,-3,-128,-88,2,-74,-250,-97,-6
COc1ccccc1OCC(=O)NCCS(=O)(=O)N1CCN(c2ccc(F)cc2)CC1,17,-2,-1,-5,6,-20,1,-26,18,8,5
O=[N+]([O-])c1ccc(C(O)C(CO)NC(=S)Nc2ccccc2)cc1 (stereo not given),-6,-15,-4,4,2,-8,4,13,7,10,-2
COc1cc(C(=O)NNC(=O)NC2CCCCC2)cc(OC)c1OC,5,-1,5,9,2,0,-3,-19,2,-6,-8
CN(Cc1ccccc1)C(=O)CCC1CCN(S(C)(=O)=O)CC1,0,-4,4,0,11,-4,-2,-14,11,-1,-16
Cc1sc2nc(CN3CCCCC3)nc(Cl)c2c1C,5,11,-1,1,11,1,0,-10,14,-20,17
CCCCCCCCCCCCCCCC[n+]1ccccc1,77*!,95*,x,-50*!,93*,82*,62*,4&40&30,97*,97*,52*!
Cn1c(/C(C#N)=C/C2CC=CCC2)nc2ccccc21 (stereo not given),2,-5,1,-5,-44,-18,-10,-21,-29,14,-38
COc1ccccc1C(=O)NC(CCSC)C(=O)N1CCN(C/C=C/c2ccccc2)CC1 (stereo not given),3,-10,-5,-5,11,21,13,20,18,12,10
COc1ccc2c(c1OC)C(CC(C)=O)N1CCc3cc4c(cc3C1C2=O)OCO4 (stereo not given),-13,-2,x,-5,-14,x,-10,9,-4,19,-10
Cc1cc(C(=O)Nc2ccc3ccccc3c2)oc1C,14,19,2,0,-218,-66,-4,-146,-304,-65,-8
O=C(NCc1ccco1)c1ccc2nccnc2c1,8,-3,-1,5,9,7,14,-12,10,-11,8
Cc1cccc(C(=O)OCC(=O)N2CC(C)OC(C)C2)c1C (stereo not given),3,8,3,-3,-9,-1,15,-1,-5,-1,-13
Cc1ccc(CCNC(=O)CCn2ccc3cc(S(=O)(=O)N4CCCC4)ccc32)cc1,-24,1,1,-9,-3,10,22,-28,1,7,2
Cn1cnnc1Sc1ccc(S(C)(=O)=O)cc1[N+](=O)[O-],33,0,3,-1,18,10,22,12,-3,-5,-19
O=C(Cc1ccccc1)Nc1ccc(NC(=O)c2cccs2)c(Cl)c1,-57,-2,-3,-1,-53,-13,-15,-51,-18,1,-20
N#Cc1ccc(-c2ccc(OCC(=O)NN=Cc3ccncc3)cc2)cc1,37,5,x,-2,-2,-8,-19,9,4,21,37
Cc1nnc(NC(=O)CSc2nccn2-c2ccc(F)cc2)s1,-11,2,4,-5,15,4,10,5,14,6,-1
CCOC(=O)c1sc2cccc(Cl)c2c1N,0,-2,-2,7,-43,-8,-18,5,-41,-11,-22
O=C(CCCOc1ccc(Cl)cc1)NCCc1ccccc1,20,5,4,-7,6,-16,-5,13,5,-1,-1
O=C(c1cc(S(=O)(=O)N2CCCCC2)ccc1Cl)N1CCOCC1,14,-3,-1,5,8,-15,-12,-9,-7,2,1
Cc1nc2ccccc2c2oc(C(=O)N3CCCC(C)C3)cc12 (stereo not given),-16,2,0,12,-30,-8,6,8,-12,10,-18
COc1cc(Cl)c(S(=O)(=O)NCCCn2ccnc2)cc1Cl,47,1,-2,2,10,-4,-6,-11,0,11,-11
Cc1cc(-c2nnc(-c3cccc(C(F)(F)F)c3)o2)no1,-22,7,3,-2,-217,-57,1,-50,-185,-47,-24
CCc1ccc(C(=O)Nc2cc(C)on2)o1,15,-2,1,4,-139,-73,-15,-84,-121,-53,-29
C/C(=N\NC(=O)c1cccnc1)c1cccc([N+](=O)[O-])c1,5,24,1,-14,3,-5,-9,-21,18,-17,5
CCOc1ccc(N2CC(O)Cn3c2nc2c3c(=O)n(CCCc3ccccc3)c(=O)n2C)cc1 (stereo not given),8,17,-3,-6,17,11,-6,-28,22,12,19
O=C(Nc1cccc(Cl)c1)c1cc([N+](=O)[O-])ccc1N1CCN(CCO)CC1,-15,4,0,0,-52,-7,3,-28,-20,16,-32
